KCNQ1 act: potentiators or activators of KCNQ1 channel, primary screen, cell-based, thallium flux, high-throughput | Potassium voltage-gated channel subfamily KQT member 1 (Homo sapiens), P51787 | CHO-K1 KCNQ1, thallium flux FluxOR fluorescence; stronger effect = higher value | B-score at 10 µM | 310,000 tested, 0.35% active | AID 2648, 2010;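 active = fluorescence ratio B-score, a plate-corrected score, at least three library SD, with initial intensity B-score within 5 SD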
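System: CHO-K1 cells stably expressing KCNQ1 / Medium: assay buffer for compound exposure, DMSO matched across wells / Reagent: thallium- and potassium-containing depolarizing buffer / Compound: one concentration, matched DMSO / Incubation: 20 min compound pretreatment at room temperature / Measured by: kinetic FluxOR fluorescence, 10 s baseline plus 110 s post-stimulus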
KCNK3 inh: human KCNK3 channel inhibitors, primary screen, CHO cells, FluxOR thallium flux, B-score | FluxOR fluorescence; stronger effect = lower value | B-score at 10 µM | 340,000 tested, 0.84% active;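 active = B-score under library mean minus 4 SD, starting fluorescence ratio at most library mean plus 5 SD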;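 note: more negative B-score means stronger inhibition of thallium flux through KCNK3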
hERG rescue: hERG rescue from dofetilide block, primary screen, cell-based, CHO-hERG, FluxOR thallium flux, dofetilide IC70; activation (rescue from dofetilide block), less the hit threshold, % at 10 µM; dofetilide IC70 present; 310,000 tested, 0.51% active;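 active = activation above the mean of controls blocked by dofetilide plus 5 SD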;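 note: thallium influx through hERG after potassium depolarization seen as dye fluorescence rise; in these data hits start at about 4.7%; inactives centre near -7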
RGS4 pot: RGS4 potentiators or activators, primary screen, cell-based, HEK293 M3R inducible RGS4, calcium flux; carbachol calcium flux Fluo4; stronger effect = lower value; B-score at 10 µM; 310,000 tested, 0.92% active;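 active = B-score of the integrated calcium signal more than 4 SD below the library mean, with starting fluorescence not abnormally high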;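 note: negative B-score means reduced calcium response which marks RGS4 activation or potentiation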
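System: HEK293 FlpIn-TREx cells, stable M3R, doxycycline-inducible RGS4. Timing: overnight RGS4 induction, 30 min dye load 37 °C, 20 min compound RT. Also added: carbachol, ECmax concentration. Measured by: Fluo4 fluorescence kinetic imaging of calcium. Evaluation: integrated calcium ratio converted to B score.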
MrgX1 ag: agonists of human MrgX1 receptor, primary screen, HEK293 cells, Fluo-4 calcium flux | Mas-related G-protein coupled receptor member X1 (Homo sapiens), Q96LB2 | Fluo-4 calcium fluorescence, agonist mode; stronger effect = higher value | B-score at 10 µM | 310,000 tested, 0.44% active | AID 588627, 2011;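 active = calcium response B-score plate-corrected fluorescence ratio at least 3 library SD, with starting fluorescence B-score inside 5 SD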
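Material – MrgX1-expressing HEK293 cells · Input – 15,000 cells seeded per well · Dosing – compound as first of three additions · Times – overnight seeding, then 1 h dark dye loading · Measured by – kinetic Fluo-4 NW fluorescence of intracellular calcium · Read-out – B-scored fluorescence response ratio · Benchmarks – positive and negative control wells on each plate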
RGS4 inh: RGS4 inhibitors, primary screen, cell-based, HEK293 M3R inducible RGS4, calcium flux; Fluo-4 calcium flux; stronger effect = higher value; triggered by carbachol at its EC20; Regulator of G-protein signaling 4 (Homo sapiens), P49798; 310,000 tested, 0.45% active; AID 463165, 2010; B-score at 10 µM;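 active = B-score, a plate-corrected calcium signal, over three deviations above library mean, with baseline fluorescence within five deviations of library mean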;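 note: RGS4 expression induced by doxycycline in cells with stable M3 receptor; B-score is computed from the integrated fluorescence ratio over baseline after carbachol; higher B-score means a larger calcium signal and so more RGS4 inhibition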
KCNQ1 inh: inhibitors of human KCNQ1 channel, primary screen, cell-based, thallium flux, high-throughput; CHO-K1 KCNQ1, FluxOR thallium flux fluorescence; stronger effect = higher value; 310,000 tested, 1.3% active; B-score at 10 µM; Potassium voltage-gated channel subfamily KQT member 1 (Homo sapiens), P51787;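 active = compounds whose thallium flux B-score, printed positive for inhibition, exceeds three library SD while starting fluorescence stays within three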;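 note: channel opened by potassium depolarization with thallium stimulus after 20 min compound exposure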
MrgX1 PAM: positive allosteric modulators of MrgX1, primary screen, HEK293 cells, Fluo-4 calcium flux. FDSS; stronger effect = higher value. 310,000 tested, 0.63% active. B-score at 10 µM. Mas-related G-protein coupled receptor member X1 (Homo sapiens), Q96LB2;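 active = plate-corrected calcium response at least 3 library SD above typical, normal starting fluorescence, not activating the receptor alone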;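 note: compound read alongside a low EC10 to EC30 dose of BAM8-22 agonist; peak minus trough fluorescence over baseline measured at the second addition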
TMEM16A act: TMEM16A chloride channel activators or potentiators, primary screen, cell-based, HTS | Anoctamin-1 (Mus musculus), Q8BHY3 | HEK293 TMEM16A/YFP-H148Q/I152L, iodide quench fluorescence; stronger effect = lower value | B-score at 10 µM | 340,000 tested, 0.3% active | AID 623877, 2012;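 active = fluorescence-ratio B-score plate-corrected deviation score at least 3 library SD below zero, with starting fluorescence score within 5 deviations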;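 note: channel opened by trigger with iodide after compound preincubation; score built on the fluorescence ratio of max minus min over baseline; more negative score means more quench and so TMEM16A activation or potentiation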
Target sequence (Q8BHY3 whole entry, looked up): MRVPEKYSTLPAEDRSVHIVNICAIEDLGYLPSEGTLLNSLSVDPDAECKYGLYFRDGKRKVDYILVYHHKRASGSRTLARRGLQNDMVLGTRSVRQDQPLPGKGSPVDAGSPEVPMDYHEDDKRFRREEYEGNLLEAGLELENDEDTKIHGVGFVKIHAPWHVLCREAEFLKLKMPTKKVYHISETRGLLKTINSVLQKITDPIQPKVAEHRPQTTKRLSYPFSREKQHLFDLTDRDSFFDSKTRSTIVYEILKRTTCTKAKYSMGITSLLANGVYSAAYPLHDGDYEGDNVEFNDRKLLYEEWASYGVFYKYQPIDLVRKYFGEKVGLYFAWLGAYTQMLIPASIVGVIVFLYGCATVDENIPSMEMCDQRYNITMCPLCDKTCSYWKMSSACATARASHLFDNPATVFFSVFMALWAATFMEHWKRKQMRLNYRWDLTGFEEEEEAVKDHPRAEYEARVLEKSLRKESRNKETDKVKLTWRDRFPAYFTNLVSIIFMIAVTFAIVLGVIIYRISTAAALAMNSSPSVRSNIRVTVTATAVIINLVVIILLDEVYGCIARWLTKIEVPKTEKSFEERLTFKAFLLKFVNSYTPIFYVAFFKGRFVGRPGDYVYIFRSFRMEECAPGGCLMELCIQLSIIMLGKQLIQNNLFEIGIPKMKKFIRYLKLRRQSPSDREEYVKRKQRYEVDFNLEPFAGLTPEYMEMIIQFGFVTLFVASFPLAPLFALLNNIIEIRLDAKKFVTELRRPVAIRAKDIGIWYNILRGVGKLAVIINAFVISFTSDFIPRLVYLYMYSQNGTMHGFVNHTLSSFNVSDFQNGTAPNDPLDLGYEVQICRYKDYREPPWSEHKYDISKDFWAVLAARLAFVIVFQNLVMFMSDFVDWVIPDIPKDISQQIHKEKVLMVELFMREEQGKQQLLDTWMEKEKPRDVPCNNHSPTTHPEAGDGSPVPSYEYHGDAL
KCNK9 block: KCNK9 potassium channel inhibitors, primary screen, HEK293 cells, thallium flux | Potassium channel subfamily K member 9 (Homo sapiens), Q9NPC2 | FluxOR thallium flux fluorescence; stronger effect = lower value | B-score at 10 µM | 310,000 tested, 1.2% active;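 active = ratio B-score over 3 SD below the library mean, with starting fluorescence within 5 SD of its mean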;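 note: negative B-score means less thallium flux so channel inhibition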
ANO1 block: TMEM16A chloride channel inhibitors, primary screen, cell-based, HTS; Anoctamin-1 (Mus musculus), Q8BHY3; HEK293 TMEM16A/YFP iodide influx fluorescence, ionomycin; normalized B-score (activity score, 25-100; higher = stronger inhibition) at 10 µM; 310,000 tested, 1.2% active; AID 588511, 2011;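 active = ratio plate-corrected score three or more library SD toward inhibition, starting fluorescence score within five deviations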;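 note: score derived from kinetic fluorescence span divided by baseline fluorescence per well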
Starred values were filed as active, the others as inactive; i = inactive; nt = not tested or not shown.

smiles | KCNQ1 act | KCNK3 inh | hERG rescue | RGS4 pot | MrgX1 ag | RGS4 inh | KCNQ1 inh | MrgX1 PAM | TMEM16A act | KCNK9 block | ANO1 block
Oc1ccc(-c2nc3ncccn3c2Nc2ccc3c(c2)OCCO3)cc1 | i | i | -2.0 | i | i | i | i | i | i | i | i
COC(=O)[C@@]1(Cc2ccc(OC)cc2)[C@H]2c3cc(C(=O)N(C)C)n(Cc4ccc(OC(F)(F)F)cc4)c3C[C@H]2CN1C(=O)c1ccccc1 | i | nt | -1.1 | i | i | i | i | i | nt | i | i
Cn1cccc1C(=O)NS(=O)(=O)c1ccccc1Cl | i | i | -10.1 | i | i | i | i | i | i | i | i
O=C(CNc1ccc(F)cc1)N/N=C1\CCc2ccccc21 | i | i | 1.0 | i | i | i | i | i | i | i | i
COc1cccc(-c2ccc3nnc(SCC(=O)N4CCOCC4)n3n2)c1 | i | i | -9.0 | i | i | i | i | i | i | i | i
CC(=O)c1c(C(C)=O)c(C)n(-c2ccc3ncccc3c2)c1C | i | i | -13.2 | i | i | i | i | i | i | i | i
COCC(C)n1c(C)cc(C(=O)CSc2nnc(Nc3ccccc3F)s2)c1C (stereo not drawn) | i | i | -13.1 | i | i | i | i | i | i | i | i
Nc1nnc(SCC(=O)c2cccc([N+](=O)[O-])c2)s1 | i | i | -12.3 | i | i | i | i | i | i | i | i
O=C(CSc1nccc(=O)[nH]1)Nc1cc(C(F)(F)F)ccc1N1CCOCC1 | i | i | -0.4 | i | i | i | i | i | i | i | i
Cc1ccc(CN(C(=O)c2sc3ccccc3c2Cl)C2CCS(=O)(=O)C2)cc1 (stereo not drawn) | i | i | -8.3 | i | i | i | i | i | i | -7.41* | i
COc1ccc(N2CCN(C(=O)CCN3C(=S)NC(C)(C)CC3C)CC2)cc1 (stereo not drawn) | i | i | -1.9 | i | i | i | i | i | i | i | i
Cc1ccc(C)c(S(=O)(=O)N2CCN(C(=O)c3cccn3C)CC2)c1 | i | i | -12.8 | i | i | i | i | i | i | i | i
Cc1cc(C(=O)N2CCCC(Nc3ccc(F)cc3)C2)c(C)o1 (stereo not drawn) | i | i | -3.5 | i | i | i | i | i | i | i | i
Cc1cc(=O)c2ccc(C(F)(F)F)cc2[nH]1 | i | i | -3.1 | i | i | i | i | i | i | i | i
CC(C)(C)OC(=O)NCCCC[C@@H](C(=O)N1CCN(C(=O)OC(C)(C)C)CC1)n1cc(C(CO)NC(=O)OC(C)(C)C)nn1 (stereo partly drawn) | i | i | -6.4 | i | i | i | i | i | i | i | i
O=C(OCC(=O)N1CCCC1)c1ccccc1OCc1ccccc1 | i | i | -4.2 | i | i | i | i | i | i | i | i
Cc1cccc(NC(=S)N/N=C/c2c[nH]c3ccccc23)c1 | i | i | -6.8 | i | i | i | i | i | i | i | i
COc1ccc(C(=O)COC(=O)CNC(=O)C2CCCCC2)c(OC)c1 | i | i | -10.6 | i | i | i | i | i | i | i | i
COc1ccc(S(=O)(=O)N(CC(C)C)CC(C)C)c2cccnc12 | i | i | -3.3 | i | i | i | i | i | i | i | i
COc1ccc(C(C)=O)cc1CSc1nnc(Nc2ccc(C)cc2)s1 | i | i | -10.5 | i | i | i | i | i | i | i | i
CC(OC(=O)Cc1cccc(C(F)(F)F)c1)C(=O)Nc1ccc(Cl)cn1 (stereo not drawn) | i | i | -6.2 | i | i | i | i | i | i | i | i
Cc1cccc(N2CC(C(=O)Nc3nc4ccc(S(C)(=O)=O)cc4s3)CC2=O)c1C (stereo not drawn) | i | i | -9.8 | i | i | i | i | i | i | i | i
CCOc1ccc(C2=CS/C(=C(\C#N)c3nnc4n3CCCCC4)N2CC)cc1 | i | i | -7.3 | i | i | i | i | i | i | i | i
C(=N\Nc1nnnn1-c1ccccc1)/c1ccncc1 | i | i | -8.6 | i | i | i | i | i | i | i | i
Cc1cccc(N2C(=O)C(Cl)=C(Nc3c(C)n(C)n(-c4ccccc4)c3=O)C2=O)c1C | i | i | -5.2 | i | i | i | i | i | i | i | i
N#C/C(=C\C1CC=CCC1)c1nc2ccccc2[nH]1 (stereo not drawn) | i | i | -9.1 | i | i | i | i | i | i | i | i
CCC(=O)n1nc(-c2cccnc2)nc1NCc1cccs1 | i | i | -20.3 | i | i | i | i | i | i | i | i
CCN(CC)S(=O)(=O)c1cccc(C(=O)NC2=NCCS2)c1 | i | i | -2.7 | i | i | i | i | i | i | i | i
CC1(C)CC(=O)C2=C(C1)NC(SCC(=O)Nc1ccccc1)=C(C#N)C2c1ccco1 (stereo not drawn) | i | i | -6.1 | i | i | i | i | i | i | i | i
O=C(CCCCn1c(=O)c2ccccc2n(Cc2ccccc2F)c1=O)NC1CCN(Cc2ccccc2)CC1 | i | i | -6.5 | i | i | i | i | i | i | i | i
O=C(CNC(=O)c1ccccc1F)N/N=C/c1cc(Br)ccc1OCc1ccccc1 | i | i | -14.9 | i | i | i | i | i | i | -6.61* | i
C/C(=N\NC(=O)c1ccc(CN2CCc3ccccc3C2)cc1)c1ccccc1O | i | i | -18.0 | -13.7* | i | i | i | i | i | i | 100*
Cc1oc(CC(C)C)cc1C(=O)Nc1cccc2ccccc12 | i | i | -4.0 | i | i | i | i | i | i | -9.53* | i
CCOC(=O)c1cnc2c(OC)cccc2c1Nc1ccc2c(c1)OCCO2 | i | i | -15.6 | i | i | i | i | i | i | i | i
O=C1CC(N2CCN(c3ccccn3)CC2)C(=O)N1c1ccc(Cl)cc1 (stereo not drawn) | i | i | -8.3 | i | i | i | i | i | i | i | i
COc1cc(CN(C(=S)NCC(=O)O)C2CCCC2)cc(OC)c1OC | i | i | -16.0 | i | i | i | i | i | i | i | i
Cc1c2n(c3ccccc13)CCC2=O | i | i | -4.7 | i | i | i | i | i | i | i | i
CC(=O)Nc1ccc2oc(C)nc2c1 | i | i | -4.1 | i | i | i | i | i | i | i | i
COc1ccc(/C=C(/NC(=O)c2ccco2)C(=O)N2CCCCCC2)cc1OC | i | i | -7.2 | i | i | i | i | i | i | i | i
CCC(=O)N1CCN(CCN=CC2=C(O)CC(C)(C)CC2=O)CC1 | i | i | -10.0 | i | i | i | i | i | i | i | i
O=C(CC1C(=O)NCCN1CC1CCCCC1)NCc1cccc(F)c1F (stereo not drawn) | i | i | -6.9 | i | i | i | i | i | i | i | i
COc1ccc(C(=O)NNC(=O)CSc2nnc(-c3cccnc3)n2C)cc1 | i | i | -7.1 | i | i | i | i | i | i | i | i
Cc1cccc(NC(=O)CSc2nnc(-c3ccco3)o2)c1 | i | i | -2.5 | i | i | i | i | i | i | i | i
CCOC(=O)c1cc(C)n(-c2c(C)n(C)n(-c3ccccc3)c2=O)c1C | i | i | -3.4 | i | i | i | i | i | i | i | i
CCOc1cc(CNn2cn[nH]c2=S)cc(Cl)c1OCc1ccccc1F | i | i | -6.8 | i | i | i | i | i | i | i | i
Cc1ccc(C)c(NC(=O)COC(=O)Cn2c(C)csc2=O)c1 | i | i | -13.0 | i | i | i | i | i | i | i | i
CC[n+]1cc(C)ccc1/C=C/c1ccc(N(C)C)cc1 | i | -8.95* | -31.3 | i | 27.3* | i | 14* | i | i | -6.65* | i
COc1ccc(-c2nc(-c3cccnc3)no2)cc1 | i | i | 0.3 | i | i | i | i | i | i | i | i
Cc1ccc(NC(=O)c2ccc(CSc3ccccn3)cc2)cc1 | i | i | -7.1 | i | i | i | i | i | i | i | i
COc1cc(/C=C/C(=O)O)cc(S(=O)(=O)NC2CCCC2)c1OC | i | i | -3.4 | i | i | i | i | i | i | i | i
Cc1ccc(C(=O)Nc2cccc(C(=O)O)c2)cc1S(=O)(=O)N1CCOCC1 | i | i | 2.4 | i | i | i | i | i | i | i | i
Brc1ccc(-c2nnc(-c3ccccc3Br)o2)cc1 | i | i | -4.0 | i | i | i | i | i | i | i | i
O=C(Cn1cc(/C=C\[N+](=O)[O-])c2ccccc21)Nc1ccccc1 | i | i | -16.6 | i | i | i | i | i | i | i | i
Cc1nc2cc(CO)ccc2s1 | i | i | -8.3 | i | i | i | i | i | i | i | i
Cn1cc(S(=O)(=O)Nc2ccc(Oc3ccccc3)cc2)c(=O)n(C)c1=O | i | i | -4.5 | i | i | i | i | i | i | i | i
COCc1cc(/C=N\NC(=O)c2ccc(Cl)cc2)ccc1OC | i | i | -2.3 | i | i | i | i | i | i | i | i
O=C(COc1nncc2ccccc12)Nc1ccc(Br)cc1F | i | i | -2.7 | i | i | i | i | i | i | i | i
CCOc1ccccc1NC(=O)C1CCCN(S(=O)(=O)c2cccc3nsnc23)C1 (stereo not drawn) | i | i | 4.1 | i | i | i | i | i | i | i | i
Cc1cccc(-c2oc(C)c(C)[n+]2[O-])c1 | i | i | -6.8 | i | i | i | i | i | i | i | i
CS(=O)(=O)Cc1cccc(C(=O)NC2CCSc3ccccc32)c1 (stereo not drawn) | i | i | -3.8 | i | i | i | i | i | i | i | i
Cc1ccc2cccc(S(=O)(=O)Nc3c(C)n(C)n(-c4ccccc4)c3=O)c2n1 | i | i | -10.0 | i | i | i | i | i | i | i | i
O=C1C2=C(C(c3ccccc3)=NCCN2)C(c2cccc([N+](=O)[O-])c2)N1c1ccccc1 (stereo not drawn) | i | i | -8.1 | i | i | i | i | i | i | i | i
